High-throughput results (PubChem BioAssay)
Mito fusion act: mitochondrial division inhibition or fusion activation. S. cerevisiae fusion-defective mutant growth rescue, CellTiterGlo 48 h. Potency, µM (top dose mostly 46.1 µM), inactives show at the highest dose growth rescue (activation), most hits filed as activators. hit rate 0.23% among 320,000. AID 485298;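 further: potency means the concentration at half of the fitted maximal effect; % of control where 0% means no effect; nearly all actives have a fitted effect of over 45% in size; temperature-sensitive fusion mutants such as fzo1-1 at 37 °C on non-fermentable ethanol glycerol medium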
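Read-out: ATP-based luminescence (CellTiterGlo, 10 min ambient) reporting growth of fusion-defective ts yeast after 48 hours at 37C on glycerol/ethanol YPEG medium in the presence of compound.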
TCR act: T cell receptor activation. primary human leukocytes, anti-CD3, IL-2 HTRF, 48 h. Potency, µM (doses to about 9.22 µM), without a hit: top-dose activation of IL-2 secretion, usual class: activators. 330,000 tested, under 10 active; further: % of control where 0% means no effect
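Primary human leukocytes incubated 48 hr with anti-CD3 beads plus compound, without co-stimulation. Secreted IL-2 measured by HTRF (europium cryptate/d2 anti-IL-2 pair, 320 nm excitation, 665 nm emission).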
A-T KAP1 phos: potential ataxia-telangiectasia treatments restoring KAP-1 phosphorylation. […] A-T fibroblasts, KAP-1 phosphorylation AlphaLISA; neocarzinostatin DNA damage 30 min before lysis. Potency, µM (titrated, usually from 57.5 µM), for inactives: at the top dose activation, usual class: activators. hit rate 0.19% among 320,000. AID 485349; further: potency means the concentration at half of the fitted maximal effect; % of control where 0% means no effect; nearly all actives have a fitted effect of over 45% in size
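hTERT-immortalized A-T patient fibroblasts ([…]), 500 cells/well in OPTI-MEM, 1% FBS, got compounds for 60 min, then NCS for 30 min at 37C. Lysates were then assayed for phospho-KAP-1 by AlphaLISA (anti-pKAP1 donor, anti-KAP1 acceptor beads), 6 hr at 25C.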
BCR signal inh: chronic active BCR signaling inhibition. ABC-DLBCL IkBa-CBG/CBR reporter, luminescence ratio, 4 h. hit rate 0.05% among 340,000. AID 493014. Potency, µM (series often up to 46.1 µM), for the others: at the highest dose ratio change, negative = lower green/red ratio, most hits filed as inhibitors; active means well fitted inhibition curve with a large enough effect in the signal ratio, with a control signal flat, not every such curve was filed as active; inconclusive means small, poorly fitted or top-dose-only effect, or effect the other way, or a change in a side signal; the % refers to the signal ratio;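 further: potency means the concentration at half of the fitted maximal effect; plate controls were basal doxycycline-induced cells for no effect and cells given 10 µM MG132 for full effect; MG132 reads +100%, hits lower the ratio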
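Concentration-response series (up to 46 uM) were applied to TMD8 dual-reporter cells for 4 h at 37C with doxycycline. Green/red ratio, after filter-overlap correction, defined %Activity; red signal alone was normalised to basal cells and zero luminescence.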
PTAP TSG101 blk: blocks PTAP/TSG101 interaction to inhibit HIV-1 budding | AID 493005 | Fluorescence polarization, FITC-PTAP peptide / Tsg101 binding | Potency, µM (doses to about 115 µM), inactives show top-dose activity change, negative = inhibition, hits mostly inhibitors | Q99816 | 340,000 tested, under 10 active; active means well fitted inhibition curve with a large enough effect in the main read-out, with a control signal flat, not every such curve was filed as active; inconclusive means small, poorly fitted or top-dose-only effect, or effect the other way, or a change in a side signal; inactive means no such curve, though single readings can be large or run the other way; further: potency means the concentration at half of the fitted maximal effect; % of control where 0% means no effect
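FP read-out: FITC-PTAP peptide, 50 nM final, binding Tsg101 binding domain, 10 uM final; 20 min, r.t.; 10 mM HEPES pH 7.5, 0.15 M NaCl, 0.01% Tween 20, 3 mM EDTA, 0.1 mM TCEP.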
Eya2 phos inh: Eya2 (human) phosphatase inhibition | O00167 | recombinant Eya2, OMFP fluorescence dephosphorylation (OMFP is methylfluorescein phosphate) | Potency, µM (doses to about 76.9 µM), for inactives: top-dose activity, negative = inhibition, most hits filed as inhibitors | hit rate 0.006% among 330,000 | AID 488837; further: potency means the concentration at half of the fitted maximal effect; on the % scale 0 is the no-effect control and ±100 the full control effect
Target sequence (O00167 whole entry, looked up): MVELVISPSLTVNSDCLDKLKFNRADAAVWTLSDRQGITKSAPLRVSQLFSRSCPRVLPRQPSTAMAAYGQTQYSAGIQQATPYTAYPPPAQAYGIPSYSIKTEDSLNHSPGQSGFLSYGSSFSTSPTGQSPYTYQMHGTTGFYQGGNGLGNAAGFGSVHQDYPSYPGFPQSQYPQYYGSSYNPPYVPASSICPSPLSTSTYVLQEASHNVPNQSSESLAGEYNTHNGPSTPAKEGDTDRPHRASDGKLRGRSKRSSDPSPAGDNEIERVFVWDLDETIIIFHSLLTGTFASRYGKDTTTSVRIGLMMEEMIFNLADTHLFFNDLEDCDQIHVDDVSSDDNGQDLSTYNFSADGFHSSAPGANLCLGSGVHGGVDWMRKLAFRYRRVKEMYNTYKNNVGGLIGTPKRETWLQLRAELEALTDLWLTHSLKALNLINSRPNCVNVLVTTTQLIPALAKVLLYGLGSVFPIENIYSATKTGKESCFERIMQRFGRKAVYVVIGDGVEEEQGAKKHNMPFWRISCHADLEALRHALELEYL
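Eya2 (0.2 uM) preincubated 10 min at ambient with compound, then OMFP substrate added at 50 uM; 10 min reaction in 50 mM HEPES pH 7.5, 50 mM NaCl, 5 uM MgCl2, 0.05% BSA, 1 mM DTT. Fluorescence read at Ex 485/Em 525 nm.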
a7 integrin act: activators of alpha7 integrin expression for muscular dystrophy; alpha7betagal myoblasts, beta-gal FDG fluorescence, 48 h; Potency, µM (series often up to 38.3 µM), without a hit: top-dose activation, usual class: activators; hit rate 0.064% among 350,000; AID 624291;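 further: potency means the concentration at half of the fitted maximal effect; 100% = response of the positive control SU9516; nearly all actives have a fitted effect of over 60% in size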
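Alpha7betagal+/- myoblasts (passage 13) were plated 16-24 hr, then exposed to compounds (1:260 dilution of DMSO stock) for 48 hours at 37C. After MPER lysis, β-galactosidase reporter activity was read as FDG fluorescence (ex 480/em 540) after 30 minutes.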
TSHR antagonist: blocks TSH signaling through the human TSH receptor | activity change, negative = inhibition, % at 11.5 µM | TSHR-expressing cells, TSH-stimulated cAMP HTRF, 2 h; hits give low values | hit rate 0.2% among 330,000;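 active means activity change below a set negative limit, meaning inhibition stronger than a set level, cut at about -70% in these data; inconclusive means activity change between two set negative limits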; further: on the % scale 0 is the no-effect control and ±100 the full control effect
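Competitive HTRF cAMP read-out (cryptate anti-cAMP antibody, cAMP-d2; 30 min, room temperature) in freshly harvested TSHR cells. Compounds added before TSH at EC80 (4nM final), followed by 2 hours' incubation at 37 deg C.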
S-ASM inh: blocks human secretory acid sphingomyelinase | placental ASM, HMU-PC fluorogenic substrate, 60 min | Potency, µM (titrated, usually from 57.5 µM), inactives show at the top dose activity change, negative = inhibition, actives largely listed as inhibitors | hit rate 0.006% among 340,000 | AID 504937; further: potency means the concentration at half of the fitted maximal effect
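Human placenta-derived ASM preincubated with compound 10 min at room temperature, then reacted with 9 uM (final) fluorogenic HMU-PC substrate for 60 min at 37 C. Stop solution raises pH to 10; fluorescence read at Ex 386/Em 447 nm.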
Tb PFK block: inhibitors of T. brucei phosphofructokinase | O15648 | T. brucei PFK, ADP-Glo luminescence | Potency, µM (doses to about 57.5 µM), for the others: at the highest dose activity, negative = inhibition, actives largely listed as inhibitors | hit rate 0.17% among 330,000 | AID 485367;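 further: potency means the concentration at half of the fitted maximal effect; 0% = uninhibited 1x PFK enzyme wells and -100% = no-enzyme wells; nearly all actives have a fitted effect of over 60% in size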
Target sequence (O15648 whole entry, looked up): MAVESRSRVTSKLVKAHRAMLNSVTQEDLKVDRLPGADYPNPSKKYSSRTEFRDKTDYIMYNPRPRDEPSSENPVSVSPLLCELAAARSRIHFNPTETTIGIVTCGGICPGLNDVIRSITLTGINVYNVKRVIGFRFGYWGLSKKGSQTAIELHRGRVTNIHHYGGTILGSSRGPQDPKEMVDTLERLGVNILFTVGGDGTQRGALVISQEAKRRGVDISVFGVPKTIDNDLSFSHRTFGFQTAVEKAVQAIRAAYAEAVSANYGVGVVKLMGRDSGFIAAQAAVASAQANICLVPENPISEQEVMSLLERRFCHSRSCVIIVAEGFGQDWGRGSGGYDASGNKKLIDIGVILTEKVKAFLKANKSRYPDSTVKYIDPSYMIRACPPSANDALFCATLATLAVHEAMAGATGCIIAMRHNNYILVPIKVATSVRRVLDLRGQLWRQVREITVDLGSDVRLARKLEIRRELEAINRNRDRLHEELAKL
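1.25 nM PFK with 0.5 mM F6P and 0.1 mM ATP in 0.1 M TEA pH 8.0, 5 mM MgCl2, incubated 45 min at room temperature; ADP measured by ADP-Glo luminescence; compounds titrated up to 57 uM.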
ELG1 repair inh: inhibitors of ELG1-dependent DNA repair in HEK293T cells. HEK293T ELG1-luciferase reporter, luminescence, 16 h; DNA damage induced by 5-fluorouridine. Potency, µM (highest dose often 46.1 µM), without a hit: at the highest dose activity change, negative = inhibition, hits mostly inhibitors. hit rate 2.3% among 330,000; further: potency means the concentration at half of the fitted maximal effect; on the % scale 0 is the no-effect control and ±100 the full control effect; nearly all actives have a fitted effect of over 55% in size
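Overnight (16 hr) co-exposure of 2,000 cells/well to 5-fluorouridine and compound at 37 °C preceded detection. Luciferase was quantified via ONE-Glo luminescence; loss of signal denotes inhibition.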
The depositor's hits bear a star; u = inconclusive; x = no result given; [ ] = another dose, or the depositor's remark. Unless noted, the call rests on the fitted dose curve; in most records, active means well fitted curve in the direction sought with a large enough effect; inconclusive means small, poorly fitted or top-dose-only effect, or another doubt; inactive means no such curve, though single readings can be large; an effect the other way counts as inactive or inconclusive.

The line under a structure holds: Mito fusion act, TCR act, A-T KAP1 phos, BCR signal inh, PTAP TSG101 blk, Eya2 phos inh, a7 integrin act, TSHR antagonist, S-ASM inh, Tb PFK block, ELG1 repair inh
COc1ccc(NC(=O)C(=O)c2cn(CC(=O)N3CCCC3)c3ccccc23)c(OC)c1
 : -1%, 5%, 3%, u, -5%, -8%, 35%, 8, -5%, 0%, u
Cn1c(SCC(=O)Nc2ccc3[nH]c(=O)[nH]c3c2)nnc1-c1ccc(F)cc1
 : -6%, -6%, -6%, -2%, -2%, 3%, 2%, -8, 5%, -20%, -6%
O=C(CC12CC3CC(CC(C3)C1)C2)NCC(=O)N1CCc2ccccc2C1
 : 23%, -3%, 6%, 12%, 0%, -11%, 1%, -24, 0%, 5%, -19%
C=C(C)C1CCC(C)=C1COC(=O)Nc1ccccc1 (centres undefined)
 : -4%, 3%, -2%, 13%, 0%, -8%, -17%, -40, -6%, -2%, -4%
Cc1cccc(C(C(=O)NCc2ccc(F)cc2)N(C(=O)c2csnn2)C2CC2)c1 (centres undefined)
 : -14%, 4%, -1%, 5%, -3%, 1%, -20%, 19, -4%, -1%, 3%
COc1ccccc1CNC(=O)/C=C/C(=O)O
 : -7%, 9%, 6%, -2%, -8%, 5%, 0%, 5, 7%, -5%, -11%
Cn1c(=O)c2c(nc(Oc3ccc4c(c3)OCO4)n2Cc2ccc(Cl)cc2)n(C)c1=O
 : -2%, -5%, -1%, 6%, -1%, 1%, 2%, 1, 4%, 3%, -13%
O=c1c(O)c(-c2cccs2)oc2ccc(Cl)cc12
 : 9%, -10%, 3%, 4%, -4%, u, 0%, 1, -2%, 1%, 1%
COc1ccc(-c2nnc(SCC(=O)c3ccc[nH]3)n2-c2ccccc2)cc1
 : -1%, -3%[46.1 µM], 1%, -5%, -5%, -5%, 0%, -5, 1%, 4%, u
CCC(c1nnnn1C1CCCC1)N1CCN(c2ccccc2F)CC1 (centres undefined)
 : 16%, 8%, 7%, 5%, -2%, 2%, 3%, -28, -1%, -1%, u
CC1CCN(c2ccc([N+](=O)[O-])cc2C(=O)O)CC1
 : 0%, 2%[46.1 µM], -2%, -2%, -1%, 8%, 29%, -1, -6%, 3%, 4%
Nc1cc(=O)[nH]c(SCC(=O)Nc2cccnc2Cl)n1
 : 3%, -1%, 0%, -4%, -4%, -1%, u, 1, 1%, -1%, u
N#CCCCn1c(O)c(N=NC(=O)C(O)c2ccccc2)c2ccccc21 (centres undefined)
 : -3%, 3%, -11%, -1%, -6%, 3%, 12%, 0, -3%, 1%, 0%
CCOc1ncccc1C(=O)Nc1ccc(Cl)cc1
 : 15%, x, 0%, u, -2%, 7%, 1%, -13, -1%, -3%, 0%
O=C(COC(=O)Cc1ccccc1[N+](=O)[O-])NCc1ccc(Cl)cc1
 : -3%, -5%[46.1 µM], -19%, -10%, 0%, -10%, -56%[inhibitor], 3, 2%, 6%, 3%
CCc1cccc(CC)c1NC(=O)CN1CCc2cc(OC)c(OC)cc2C1
 : u, x, 0%, -11%, x, -22%, x, -9, x, 2%, u
Cc1cc(C)nc(SCC(=O)N(C)CC(=O)Nc2ccccc2Br)n1
 : -2%, 0%, 0%, 0%, -3%, -10%, 12%, -6, 0%, -8%, 17%
O=c1c(Cc2ccc(Cl)cc2Cl)c(O)ccn1CCCN1CCOCC1
 : -4%, -2%, 1%, 6%, -6%, 0%, -25%, -1, 2%, 0%, -1%
COC(=O)c1c(NC(=O)CSc2nnnn2-c2ccccc2)sc2c1CCCC2
 : 12%, -4%, 6%, -1%, 0%, 7%[15.4 µM], -1%, 6, -2%, 4%, u
NC(=O)c1cnn2c(C(F)(F)F)cc(-c3ccc(F)cc3)nc12
 : 14%, 0%, 22%, 1%, -7%, -4%, 16%, 19, 28%, -1%, 0%
O=C(Nc1ccc(S(=O)(=O)Nc2nccs2)cc1)c1cnc(Cl)c(Cl)c1
 : -10%, -4%, 31%, u, 1%, 7%, -3%, 11, -3%, 0%, u
O=C(COc1ccccc1)Nc1nonc1NC(=O)COc1ccccc1
 : 0%, -6%, -1%, u, -9%, 14%, -6%, -12, -3%, 0%, 11%
CCn1nnnc1Oc1ccc(Cl)cc1
 : -4%, -2%, 11%, u, -8%, 5%, 14%, -6, 3%, -7%, 16%
CCOC(=O)N1CCN(c2cc3[nH]c(=S)[nH]c3cc2F)CC1
 : -2%, 3%, -4%, 0%, -11%, -25%, 5%, 6, 1%, 7%, -1%
COc1ccc(CNC(=O)C2CCC(CNS(=O)(=O)c3cccc4nsnc34)CC2)cc1 (centres undefined)
 : -1%, 0%, 1%, -8%, -5%, 12%, 12%, -1, -3%, 4%, -18%
S=C(NC1CCCCC1)N1CCOCC1
 : -3%, -2%, 18%, -15%, -3%, -3%, -13%, -4, -1%, 0%, 2%
CC(C)(C)SCCNS(=O)(=O)c1ccc(F)cc1
 : 1%, -1%, 3%, 1%, -4%, 18%[15.4 µM], 11%, -15, 2%, 3%, -20%
O=C(/C=C/c1cccs1)Nc1cccnc1
 : 0%, -2%[46.1 µM], 3%, u, 0%, 3%, 10%, -9, -1%, -4%, u
Oc1ccc(Cl)cc1CNCc1ccc(F)c(F)c1
 : -15%, -2%, 24%, u, 1%, -25%, -4%, 1, -1%, -11%, 16%
C=CCN(CC=C)CCOc1ccccc1
 : -6%, 0%[46.1 µM], -4%, 4%, 1%, -5%, 34%, 1, 1%, 1%, 7%
COc1cccc(NC(=S)N(CCC(C)C)C(C)c2ccncc2)c1 (centres undefined)
 : -15%, 2%, 4%, 7%, -2%, 2%, 31%, 4, 2%, -12%, u
O=C(NNC(=O)c1ccccc1-n1cccc1)c1cncc(Br)c1
 : x, 0%, -9%, 2%, 1%, 4%, -12%, x, 0%, -1%, 0%
CC(=O)Nc1cccc(Oc2ccc3c(c2)C(=O)NC3=O)c1
 : -2%, x, 11%, u, 2%, 0%, 0%, -6, 0%, 3%, u
COc1ccc(S(=O)(=O)N2CCCCCC2)cc1
 : 3%, -11%, 2%, -14%, -3%, 4%, 7%, 4, 1%, -3%, 8%
Cc1noc(C)c1COc1ccc(C(=O)OCC(=O)NC(=O)C2COc3ccccc3O2)cc1 (centres undefined)
 : 1%, 0%, 6%, -3%, -4%, 15%, 16%, -1, 3%, 1%, 12%
C/C(=N\Nc1cccc2cccnc12)c1ccc(N)cc1
 : -5%, 7%, 3%, u, 1%, -11%, -46%[inhibitor], 10, 1%, 2%, u
O=C(O)CSc1cnc2ccccc2n1
 : -1%, -10%, -1%, u, -4%, -6%, 4%, 11, 7%, -3%, 15%
Cc1ccc(-c2cc3nn(-c4ccccc4)c(N)c3c(=O)o2)cc1
 : 6%, -1%, 8%, -6%, -7%, -11%, 11%[7.66 µM], -21, -5%, 3%, -7%
COc1ccc(OC)c(NC(=O)c2cc(S(=O)(=O)NCc3ccco3)ccc2F)c1
 : 10%, 9%, -5%, 0%, -10%, -11%, -13%, -44, 2%, -3%, u
COc1ccc(-n2nnnc2SCC(=O)Nc2nnc(C)s2)cc1OC
 : 0%, 2%, -3%, -6%, -4%, 2%, -31%, 12, 4%, 1%, 10%
C=CCNC(=O)COC(=O)c1ccc(Cl)c(S(N)(=O)=O)c1
 : -6%, 1%, 1%, 4%, 0%, 3%, u, -1, 2%, 0%, 10%
CC1(C)CC2CC(C)(CN2C(=O)c2cc(-c3ccc(O)cc3)on2)C1 (centres undefined)
 : u, -7%, 10%, 16%, -7%, -30%, 3%, -15, -14%, 2%, -5%
CSc1nc2cc(C)nn2c(-c2ccc(C(C)(C)C)cc2)c1C#N
 : 1%, -1%, 2%, -1%, -4%, 4%, 31%, 12, 16%, 3%, 1%
O=P(O)(O)CCP(=O)(c1ccccc1)c1ccccc1
 : -3%, x, 14%, 12%, -4%, -3%, 5%, 9, u, 2%, -5%
